High-throughput results deposited in PubChem BioAssay by National Center for Advancing Translational Sciences (NCATS).
HEK293 cAMP cs: raises cAMP in parental HEK293 cells, TSHR agonist counter-screen; parental HEK293 CNG cAMP sensor, membrane potential fluorescence; Potency, µM (top dose mostly 57.1 µM), for the others: top-dose activation, most hits filed as activators; 73,000 tested, 2.5% active; AID 938; further: potency means the concentration at half of the fitted maximal effect; % of control where 0% means no effect; nearly all actives have a fitted effect of over 55% in size
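Counterscreen for endogenous-receptor signalling: CNG-channel HEK 293 cells report cAMP rise by membrane depolarization. After 60 min dye equilibration with 100 uM RO 20-1724, compounds incubated 30 min before bottom-read fluorescence at 590 nm.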
Caspase-1 inhib: blocks human caspase-1 allosterically or competitively | P29466 | Caspase-1 enzyme, Ac-WEHD-AFC fluorogenic rate | Potency, µM (highest dose often 57.5 µM), for inactives: at the highest dose activity change, negative = inhibition, most hits filed as inhibitors | 75,000 tested, 0.03% active | AID 900;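 further: potency means the concentration at half of the fitted maximal effect; plate controls were vehicle for no effect and no substrate for full effect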
Ub-GFP proteasome: proteasome inhibitors stabilizing ubiquitin-GFP reporter; Ubiquitin-GFP reporter cells, proteasome inhibition, GFP fluorescence; response scale: untreated = 0%, 10 µM MG-132 = 100%; Potency, µM (highest dose often 45.9 µM), inactives show top-dose activation (GFP accumulation), actives largely listed as activators; 67,000 tested, under 10 active; AID 526; active means well fitted activation curve with a large enough effect, not every such curve was filed as active; inconclusive means small, poorly fitted or top-dose-only effect, or another doubt; inactive means no such curve, though single readings can be large or run the other way; further: potency means the concentration at half of the fitted maximal effect
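U2OS cells stably expressing ubiquitin(G76V)-GFP, seeded overnight in 0.5% FBS medium, were exposed to compounds (qHTS, 46 uM to 2.9 nM) for 4 hr at 37 °C. GFP-positive cells were counted by laser cytometry (488 ex/515 em), normalized between basal and 10 uM MG-132.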
Epigenetic mod: derepresses silenced GFP locus in mouse C127i cells | mouse C127i GFP locus derepression, cytometry, 30 h | AID 597 | Potency, µM (series often up to 46.1 µM), without a hit: top-dose GFP derepression (activation) | 68,000 tested, 0.09% active; further: % of control where 0% means no effect
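Locus derepression in mouse mammary C127i cells whose integrated CMV-GFP reporter is normally silent; GFP expression after 30 h compound treatment was quantified by counting fluorescent cells.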
4MU fluor: 4-MU region autofluorescence; max dye-equivalent concentration, M; compound autofluorescence, 340/450 nm, 4-MU equivalents; stronger effect = higher value; 59,000 tested, 11% active; AID 589; in the data active means max dye-equivalent concentration above about 10 nM; inconclusive means mostly about 1.1 nM to 9.6 nM
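Compounds in 100 mM Tris, pH 8.0, sat 15 min at room temperature before fluorescence was read at 340 nm excitation/450 nm emission; a per-plate six-point 4-MU standard curve converted signals to dye-equivalent concentration at each compound concentration.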
Fluorescein autfl: fluorescein region autofluorescence; 59,000 tested, 0.91% active; Compound autofluorescence, 480/540 nm, fluorescein-equivalent; stronger effect = higher value; max fluorescein-equivalent concentration, M; in the data active means max fluorescein-equivalent concentration above about 10 nM; inconclusive means between about 1.1 nM and that limit
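Normalized response (dye-equivalent concentration) derives from comparing each well's 540 nm emission, under 480 nm excitation, with plate-resident fluorescein standards. Compounds were held in 100 mM Tris, pH 8.0, for 15 min at room temperature.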
BRCT inh green: blocks human BRCA1 BRCT binding to phosphopeptide, green readout | BRCA1 BRCT-phosphopeptide binding, green fluorescence polarization | Potency, µM (highest dose often 76.9 µM), inactives show at the highest dose activity change, negative = inhibition, actives largely listed as inhibitors | 75,000 tested, 0.05% active | P38398;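 further: potency means the concentration at half of the fitted maximal effect; plate controls were peptide without protein for full effect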
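Compounds were incubated for 12 min at room temperature with a complex of 100 nM fluorescein-tagged pBACH1 decapeptide and 250 nM His-tagged BRCT protein. Buffer was phosphate pH 7.3 with EDTA, DTT and Tween 20. Disruption of binding lowers the polarization signal.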
USP2a inh: USP2a (human) protease inhibition | O75604 | USP2a enzymatic assay, qHTS inhibition | Potency, µM (titrated, usually from 38.3 µM), for inactives: at the top dose activity change, negative = inhibition, actives largely listed as inhibitors | 60,000 tested, 0.1% active;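 further: potency means the concentration at half of the fitted maximal effect; nearly all actives have a fitted effect of over 60% in size; plate controls were DMSO for no effect and NEM full inhibition control for full effect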
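20 nM USP2 core + cpd, 30 min RT; add 20 nM Ub-PLA2/20 uM NBD C6-HPC; read Ex460/Em535 at 0 h and 2.5 h. Normalized to NEM; qHTS curve fit/classification.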
BRCT inh red: BRCT-phosphoprotein interaction inhibition (red fluorophore); P38398; BRCT-phosphopeptide binding, red fluorescence polarization; Potency, µM (top dose mostly 76.9 µM), without a hit: at the top dose activity change, negative = inhibition, actives largely listed as inhibitors; 75,000 tested, 0.03% active; AID 892; further: on the % scale 0 is the no-effect control and ±100 the full control effect
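Rhodamine-labelled pBACH1 10-mer (100 nM) bound to BRCT domain (100 nM) at pH 7.3; compounds incubated 12 min room temperature, polarization read. Free peptide defines full inhibition; unlabelled decapeptide titrated as control.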
Casp7 inh: blocks human caspase-7 allosterically or competitively. Potency, µM (series often up to 57.5 µM), for the others: at the top dose activity change, negative = inhibition, most hits filed as inhibitors. 75,000 tested, 0.02% active. AID 889. recombinant caspase-7, Ac-DEVD-AFC fluorescence rate; active means well fitted inhibition curve with a large enough effect in the main read-out, with a control signal flat, not every such curve was filed as active; inconclusive means small, poorly fitted or top-dose-only effect, or a change in a side signal; further: potency means the concentration at half of the fitted maximal effect; % of control where 0% means no effect
A350 fluor: compound fluoresces in the Alexa 350 spectral region; Compound autofluorescence, 340/450 nm, Alexa 350 dye-equivalents; stronger effect = higher value; max dye-equivalent concentration, M; 59,000 tested, 11% active; AID 590; in the data active means max dye-equivalent concentration above about 10 nM; inconclusive means mostly about 1.1 nM to 9.6 nM
* = called active by the depositor; i = inactive; ? = inconclusive; . = no result given; [ ] = another dose, or the depositor's remark. Unless noted, the call rests on the fitted dose curve; in most records, active means well fitted curve in the direction sought with a large enough effect; inconclusive means small, poorly fitted or top-dose-only effect, or another doubt; inactive means no such curve, though single readings can be large; an effect the other way counts as inactive or inconclusive.

mol	USP2a inh	4MU fluor	HEK293 cAMP cs	Fluorescein autfl	Caspase-1 inhib	BRCT inh green	BRCT inh red	Ub-GFP proteasome	Epigenetic mod	Casp7 inh	A350 fluor
COCC(=O)N1CCC2(CC1)CN(C(c1ccccc1)c1ccccc1)C2	15%	i	15%	i	-3%	-2.5%	0.1%	-5%	2%[9.22 µM]	1%	i
O=C(NCc1cccnc1)c1cn(CCc2ccccc2)nn1	-1%	i	5%	i	-3%	1.5%	0.9%	0%	-3%	3%	i
COc1cccc(CNC(=O)C2CCN(Cc3cnn(-c4ccccc4)c3-n3cccc3)CC2)c1	52%[activator]	i	15%	i	-1%	-2.3%	-0.7%	-2%	0%	2%	i
COC(=O)c1ccc(C(NC(=O)OCc2ccccc2)/C(F)=C/[C@@H](C)C(=O)NCc2cc(C)on2)cc1 (stereo partly drawn)	.	.	15%	.	-2%	-1.0%	1.0%	.	.	-3%	.
Cc1nonc1NC(=O)CSc1nc(C2CCCCC2)nc2ccccc12	-2%	i	25µM*	i	-6%	-4.8%	-0.7%	2%	0%	-2%	i
CCn1cc2c(c1-c1cccc(C)c1)c(=O)n(C)c(=O)n2C	8%	i	1%	i	2%	-1.1%	2.1%	-5%	2%	0%	i
Cc1c(C(=O)Nc2cccc3cccnc23)oc2ccccc12	16%	2.2e-07M*	?	i	-1%	-0.6%	0.5%	-6%	1%	1%	1.8e-07M*
CCOC(=O)N1CCN(C(=O)CS(=O)(=O)c2cn(Cc3cccc(F)c3)c3ccccc23)CC1	11%	i	10%	i	-1%	0.3%	-1.2%	20%	-2%	1%	i
CC(=O)Nc1ccc(S(=O)(=O)Nc2ccc([N+](=O)[O-])cc2)cc1	9%	.	.	.	-4%	2.0%[3.08 µM]	2.2%	.	.	-6%	.
CCOCCCNCC(=O)Nc1ccccc1N1CCOCC1	-1%	i	4%	?	-1%	-1.1%	-0.1%	0%	2%	0%	i
O=C(NC(Cc1ccccc1)c1nc2ccccc2[nH]1)C1CC(=O)N(c2ccc3c(c2)OCCO3)C1 (stereo not drawn)	36%[activator]	i	-10%	i	1%	0.1%	0.7%	-9%	-2%	-2%	i
O=C(CNS(=O)(=O)c1ccc(Br)s1)Nc1ccc2c(c1)OCCO2	-2%	i	1%	i	0%	-2.8%	0.1%	3%	0%	-3%	i
c1ccc(-n2c(Cc3cn4ccsc4n3)nnc2N2CCOCC2)cc1	-2%	i	-8%	i	-2%	-1.2%	-1.0%	0%	3%	1%	i
Cc1cccc(NC(=O)c2cccs2)n1	.	i	1%	i	0%	-2.5%	-2.2%	2%	6%	2%	i
Cc1nc2[nH]c(=O)c3c(n2n1)NC1=C(C(=O)CC(C)(C)C1)C3c1ccc(F)cc1 (stereo not drawn)	2%	3.5e-07M*	7%	?	2%	0.3%	0.6%	0%	0%	-1%	3.8e-07M*
CCCc1nc2c(sc3nc4c(cc32)COC(C)(C)C4)c(=O)n1Cc1ccco1	37%[activator]	i	?	?	-1%	3.4%	-1.3%	-2%	16%	-1%	i
Cc1cccc(N2C(=O)CC(N3CCN(Cc4ccc5c(c4)OCO5)CC3)C2=O)c1 (stereo not drawn)	26%	.	9%	.	-1%	0.8%	-0.2%	-9%	1%	2%	.
CN(C)Cc1ccccc1-c1cncnc1NCc1cccs1	-14%	i	6%	i	-1%	-0.6%	-1.0%	1%	1%[9.22 µM]	0%	i
CCOC(=O)c1ccc(NC(=O)CSCc2ccco2)cc1	39%[activator][7.66 µM]	.	3%[11.4 µM]	.	-2%	-0.7%	-1.1%	-8%[9.17 µM]	2%	-1%	.
COc1cc(CNc2ccccc2SC)ccc1O	8%[7.66 µM]	.	-2%[11.4 µM]	.	-4%	0.8%	1.8%	2%[9.17 µM]	-2%	1%	.
COc1ccc(-c2nc(C#N)c(N3CCN(c4ccccc4)CC3)o2)cc1	.	.	12%	.	0%	-1.4%	1.1%	8%	0%	-2%	.
Cn1cc(C(=O)c2ccc(Cl)cc2)cc1-c1nc2ccccc2n1C	35%[activator]	1.1e-08M*	32µM*	?	-14%	0.9%	-0.3%	.	-2%	-13%	?
Cc1c(C(=O)Nc2nnc(C(F)(F)F)s2)oc2ccccc12	.	.	-5%	.	-2%	-1.4%	-0.3%	.	.	1%	.
Cc1n[nH]c(C)c1S(=O)(=O)N1CCCCCC1	0%	i	4%	i	0%	-0.2%	0.1%	-10%	2%	1%	i
Cc1cc(NC(=O)CCC(=O)N(Cc2ccco2)C2(C(=O)NC3CCCCC3)CCN(C)CC2)no1	-1%	i	3%	?	-1%	-2.5%	1.0%	3%	0%	0%	i
COc1cccc(OCc2nnc(SC)n2C)c1	.	i	8%	i	2%	-1.5%	1.2%	-5%	-2%	2%	i
O=C(COc1ccc(Cl)cc1Cl)Nc1ccc(Cl)cn1	-12%	.	?	.	2%	-2.6%	0.4%	-6%	2%	-2%	.
Clc1ccc(OCc2nc(-c3ccccn3)n[nH]2)cc1	17%	i	11%	i	1%	-2.4%	0.0%	1%	?	0%	?
COc1ccc(-c2cc3ccccc3n2CC(O)Cn2nc(C)cc2C)cc1 (stereo not drawn)	211%[activator]	i	13%	?	-8%	0.0%	-0.5%	-3%	0%	-6%	i
Cc1ccccc1N=C(N)Nc1ccccc1C	.	.	16µM*	.	1%	-1.9%	-0.2%	-1%	0%	0%	.

Some of the entries so far, with each value named.
c1ccc(-n2c(Cc3cn4ccsc4n3)nnc2N2CCOCC2)cc1
  USP2a inh: -2%
  4MU fluor: i
  HEK293 cAMP cs: -8%
  Fluorescein autfl: i
  Caspase-1 inhib: -2%
  BRCT inh green: -1.2%
  BRCT inh red: -1.0%
  Ub-GFP proteasome: 0%
  Epigenetic mod: 3%
  Casp7 inh: 1%
  A350 fluor: i
COc1ccc(-c2nc(C#N)c(N3CCN(c4ccccc4)CC3)o2)cc1
  USP2a inh: .
  4MU fluor: .
  HEK293 cAMP cs: 12%
  Fluorescein autfl: .
  Caspase-1 inhib: 0%
  BRCT inh green: -1.4%
  BRCT inh red: 1.1%
  Ub-GFP proteasome: 8%
  Epigenetic mod: 0%
  Casp7 inh: -2%
  A350 fluor: .

Other compounds follow.
mol	USP2a inh	4MU fluor	HEK293 cAMP cs	Fluorescein autfl	Caspase-1 inhib	BRCT inh green	BRCT inh red	Ub-GFP proteasome	Epigenetic mod	Casp7 inh	A350 fluor
Cc1nn(Cc2ccccc2Cl)c(C)c1C(=O)NC1=NCCS1	10%	i	9%	i	-1%	-0.7%	-0.6%	11%	1%	0%	i
CCC(=O)N1CCN(c2cc3c(cc2F)c(=O)c(C(=O)O)cn3CC)CC1	.	7.5e-08M*	2%	i	-1%	-1.2%	-1.8%	-1%	0%	0%	7e-08M*
Cc1ccc2nc(NC(=O)C3CCN(S(=O)(=O)c4cccc5nsnc45)CC3)sc2c1	33%[activator]	i	-3%	i	1%	-1.2%	1.6%	-10%	-3%	0%	i
CCCCN(CC)C(=O)CSc1cc(=O)n(C)c2ccccc12	10%	i	4%	i	-1%	2.0%	-0.5%	-3%	0%	0%	i
CN(C1CCCCC1)S(=O)(=O)c1ccc(NC(=O)c2ccc(Br)o2)cc1	-3%	i	22%	?	2%	-0.8%	-3.1%	1%	7%	-1%	i
COC(=O)c1ccc(OCC2c3cc(OC)c(OC)cc3CCN2C(=O)C2CC2)cc1 (stereo not drawn)	26%	i	?	i	2%	1.0%	-0.7%	2%	0%	0%	i
CCS(=O)(=O)Nc1ccc(-c2ccc(NS(=O)(=O)CC)c(OC)c2)cc1OC	12%	.	-4%	.	-3%	-2.8%	0.4%	13%	0%	2%	.
COc1ccc(-c2nnn(Cc3nn[nH]n3)n2)cc1OC	-4%	i	-2%	?	-1%	-0.3%	0.5%	-4%	2%	-1%	i
CCN1CCN(c2oc(COc3ccc(-c4ccccc4)cc3)nc2C#N)CC1	40%[activator]	i	?	i	-1%	0.8%	0.0%	-3%	4%	-4%	?
CCN1CCN(CCCNC(=O)c2csc3c2CCCCC3)CC1	-11%	i	6%	i	0%	-0.5%	0.5%	-14%	2%	1%	i
O=C(CN1C(=O)NC2(CCCc3ccccc32)C1=O)N1CCN(C(=O)c2ccco2)CC1 (stereo not drawn)	-3%	i	?	i	0%	-3.6%	-1.9%	-1%	4%	1%	i
O=C(c1ccccc1)c1ccc2nc(N3CCCCC3)c3nncn3c2c1	.	.	3%	.	?	2.2%	0.7%	-16%	7%	?	.
O=C(O)c1cc(S(=O)(=O)NCC2CCCO2)ccc1Cl (stereo not drawn)	.	?	1%	?	0%	-0.3%	0.4%	0%	4%	1%	?

This is a subset; count on the stated rates, not on these rows.
